Source: PubChem (National Center for Advancing Translational Sciences (NCATS))
Vif-A3G inh = blocks the Vif interaction with human APOBEC3G | 0.076% of 410,000 active | AID 602310 | HeLa A3G-eYFP + Vif (tagged APOBEC3G with the HIV-1 protein that degrades it), YFP fluorescence, overnight | Potency, µM (doses to about 46.1 µM), without a hit: at the highest dose activity, negative = active, usual class: inhibitors;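 note: % is set by controls: 0 for no effect and ±100 for the full control effect; nearly all actives have a fitted effect of over 60% in size; hits raise eYFP signal because A3G escapes Vif-driven loss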
Target sequence (Q9HC16 whole entry, looked up): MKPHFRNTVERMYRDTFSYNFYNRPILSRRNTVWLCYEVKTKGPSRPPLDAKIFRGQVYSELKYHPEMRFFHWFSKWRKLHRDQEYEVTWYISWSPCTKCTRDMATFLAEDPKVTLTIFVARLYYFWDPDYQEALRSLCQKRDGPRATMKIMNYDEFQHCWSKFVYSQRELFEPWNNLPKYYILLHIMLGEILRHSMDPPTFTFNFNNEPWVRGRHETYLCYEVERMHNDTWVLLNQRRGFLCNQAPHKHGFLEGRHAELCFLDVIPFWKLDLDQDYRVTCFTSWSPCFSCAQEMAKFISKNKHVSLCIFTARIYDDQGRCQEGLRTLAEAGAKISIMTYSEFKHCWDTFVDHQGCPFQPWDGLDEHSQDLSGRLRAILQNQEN
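HeLa cells stably expressing Vif and C-terminally eYFP-tagged A3G, seeded overnight at 37 deg C, then exposed to compound by pintool overnight at 37 deg C. Rise in yellow fluorescence (Ex 488/Em 500-530, Acumen) marks blocked Vif-driven A3G degradation.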
RXFP1 ag = RXFP1 (human) receptor agonism | Q9HBX9 | HEK293T-RXFP1 cAMP TR-FRET, 30 min; response scale: percent of porcine relaxin response, buffer zero | Potency, µM (top dose mostly 57.5 µM), for the others: at the top dose activation, hits mostly activators | 0.3% of 370,000 active | AID 2676; note: % is set by controls: 0 for no effect and ±100 for the full control effect; nearly all actives have a fitted effect of over 60% in size; many of its hits are not listed in these tables
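HEK293T cells stably expressing RXFP1 were pretreated with the PDE4 inhibitor Ro 20174, exposed to compounds for 30 min at 37C, lysed, and cAMP was read by TR-FRET. Data normalized to buffer (basal) and 29 nM porcine relaxin (100%).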
mIDH1 inhibitor = inhibitors of human mutant IDH1 R132H | Potency, µM (series often up to 76.6 µM), for inactives: at the top dose activity change, negative = inhibition, most hits filed as inhibitors | O75874 | 0.093% of 390,000 active | AID 602179 | IDH1-R132H enzyme, NADPH consumption, diaphorase/resazurin fluorescence; note: % is set by controls: 0 for no effect and ±100 for the full control effect; nearly all actives have a fitted effect of over 65% in size
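IDH1-R132H (0.5 ug/mL dispensed) in pH 7.5 Tris buffer was preincubated 30 min with compound, then given a substrate mix of 0.016 mM NADPH and 2 mM alpha-KG for 80 min at room temperature; remaining NADPH was read by diaphorase/resazurin fluorescence.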
ALOX12 inh = ALOX12 (human) lipoxygenase inhibition; P18054; purified 12hLO, xylenol orange hydroperoxide absorbance; Potency, µM (doses to about 108 µM), for inactives: top-dose activity change, negative = inhibition, actives largely listed as inhibitors; 1.1% of 580,000 active; note: % is set by controls: 0 for no effect and ±100 for the full control effect
Target sequence (P18054 whole entry, looked up): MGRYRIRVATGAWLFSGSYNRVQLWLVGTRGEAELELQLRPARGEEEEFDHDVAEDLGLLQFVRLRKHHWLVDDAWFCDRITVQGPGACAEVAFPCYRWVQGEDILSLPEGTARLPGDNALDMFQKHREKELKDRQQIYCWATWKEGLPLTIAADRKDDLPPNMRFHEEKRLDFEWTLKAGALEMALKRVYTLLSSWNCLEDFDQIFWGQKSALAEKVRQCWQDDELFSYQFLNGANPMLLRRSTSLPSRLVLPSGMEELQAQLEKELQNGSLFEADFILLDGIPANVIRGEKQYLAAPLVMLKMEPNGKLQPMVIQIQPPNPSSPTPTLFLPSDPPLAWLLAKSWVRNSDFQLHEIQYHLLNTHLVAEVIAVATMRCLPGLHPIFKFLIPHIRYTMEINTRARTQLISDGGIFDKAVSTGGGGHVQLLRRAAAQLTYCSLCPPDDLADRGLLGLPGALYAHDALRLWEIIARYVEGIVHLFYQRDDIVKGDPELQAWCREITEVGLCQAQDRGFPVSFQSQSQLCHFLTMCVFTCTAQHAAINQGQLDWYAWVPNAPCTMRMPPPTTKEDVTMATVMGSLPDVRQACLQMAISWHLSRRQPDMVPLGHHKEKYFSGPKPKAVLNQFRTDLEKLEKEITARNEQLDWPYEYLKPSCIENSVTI
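Purified human 12hLO (150 nM final) in 25 mM Hepes, 0.01% Triton X-100, pH 7.0 was preincubated 15 min at room temperature with compound. Then 40 uM arachidonic acid was added, 30 min. Hydroperoxide was read by Fe-XO absorbance ratio 573/405 nm.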
Vif-APOBEC3F blk = Vif-A3F binding inhibition | 0.2% of 390,000 active | HeLa A3F-eYFP + Vif (tagged APOBEC3F with the HIV-1 protein that degrades it), YFP fluorescence increase | Potency, µM (titrated, usually from 46.1 µM), without a hit: at the highest dose activity, negative = active; note: % of control where 0% means no effect; nearly all actives have a fitted effect of over 65% in size
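Fluorescence increase (Ex 488/Em 500-530) after overnight compound treatment at 37 deg C flags inhibition of Vif-driven A3F-eYFP loss in stable HeLa A3F-eYFP/Vif cells seeded overnight beforehand.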
RGS4 inhibitor = human RGS4 inhibition. Potency, µM (doses to about 114 µM), for the others: at the highest dose activity change, negative = inhibition, actives largely listed as inhibitors. 0.039% of 390,000 active. AID 504845. P49798. Transcreener GDP fluorescence polarization, RGS4-accelerated GTP hydrolysis; note: % is set by controls: 0 for no effect and ±100 for the full control effect; nearly all actives have a fitted effect of over 75% in size; some results filed as inactive show a strong effect at the top dose
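MLSMR compounds (23 nl, pin-transferred) preincubated 10 min at room temperature with a 500nM (2x) first reagent, then RGS4 at 900nM (2x) plus Transcreener GDP mix added; fluorescence polarization (620/688 nm) read before and after 90 min at 30 °C.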
TrxR1 substrate = is turned over as a substrate by rat TrxR1; O89049; purified TrxR1 substrate turnover, NADPH consumption readout; Potency, µM (top dose mostly 114 µM), inactives show top-dose activity change, negative = substrate turnover; 0.01% of 390,000 active; AID 588456; note: % is set by controls: 0 for no effect and ±100 for the full control effect; nearly all actives have a fitted effect of over 50% in size
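Rat TrxR1, dispensed at 90 nM, was prereduced with 400 uM NADPH (final) for 5 min at ~22 deg C, then incubated with compound 15 min before 400 uM selenite. A first-read NADPH fluorescence drop versus no-compound background flagged substrates.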
rTrxR1 inhibitor = inhibitors of rat thioredoxin reductase 1; recombinant rTrxR1, NADPH fluorescence consumption, selenite substrate; Potency, µM (highest dose often 114 µM), for inactives: top-dose activity change, negative = inhibition, hits mostly inhibitors; 1% of 390,000 active; AID 588453; note: % is set by controls: 0 for no effect and ±100 for the full control effect; nearly all actives have a fitted effect of over 65% in size
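Rat TrxR1 (90 nM in the dispensed reagent) was pre-reduced with 400 uM NADPH for 5 min at room temperature, then incubated with compound for 15 min. After 400 uM selenite was added, NADPH fluorescence (Ex 340/Em 450 nm) was followed for 8 min.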
USP1 inh = USP1/UAF1 (human) deubiquitinase inhibition; recombinant USP1/UAF1, Ub-Rhodamine cleavage fluorescence; Potency, µM (series often up to 57.1 µM), without a hit: top-dose activity change, negative = inhibition, usual class: inhibitors; 0.23% of 390,000 active; AID 743255; note: % is set by controls: 0 for no effect and ±100 for the full control effect; nearly all actives have a fitted effect of over 60% in size; inactives centre near -12
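USP1/UAF1 complex at 1 nM was preincubated with compound for 15 min at room temperature, then Ub-Rho substrate (150nM final) was added. Fluorescence (480/540 nm) was read kinetically, 6 reads every 60 seconds.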
Starred values were filed as active, the others as inactive; ? = inconclusive; . = no result given; & = joins results of further samples; [ ] = remark or other dose. Calls come from the whole dose curve; as a rule, active = well fitted curve in the direction sought with a large enough effect; inconclusive = small, poorly fitted or top-dose-only effect, or another doubt; inactive = no such curve, though single readings can be large; an effect the other way counts as inactive or inconclusive. Potency is the fitted concentration of half-maximal effect.

SMILES	Vif-A3G inh	RXFP1 ag	mIDH1 inhibitor	ALOX12 inh	Vif-APOBEC3F blk	RGS4 inhibitor	TrxR1 substrate	rTrxR1 inhibitor	USP1 inh
N#Cc1c(N2C(=O)Nc3ccccc3N2O)sc2c1CCCCCC2	-1%	-0.8%	11%	-14%	-4%	-15%	-13%	-17%	-8%
Cc1ccsc1C(=O)OCC(=O)N(C)C1CCCCC1	1%	.	0%	4%	-11%	-5%	-6%	2%	-20%
Cc1nnc(SCC(=O)NNC(=O)c2ccc(Cl)cc2)s1	-1%	0.9%	-9%	-3%	9%	19%	3%[57.1 µM]	19%[57.1 µM]	-3%
CCOc1ccc(NC(=O)c2nnn(CC(=O)Nc3ccccc3OC)c2N)cc1	-2%	-1.0%	3%	13%	-1%	-21%	30%	-2%	-19%
CCOc1cc(/C=N/N=C2/NC(=O)C(CC(=O)O)S2)ccc1OS(=O)(=O)c1ccc(C)cc1 (configuration not stated)	1%	0.3%	-1%	1%	-3%	-21%	-1%[57.1 µM]	-2%[57.1 µM]	-20%
CNS(=O)(=O)c1cn(CC(=O)NCc2ccccc2OC)cc1S(=O)(=O)NC	4%	-3.4%	8%	.	5%	-3%	-4%	-9%	-17%
Cc1cc(SCC(=O)c2cccs2)nc2c(C)cccc12	-11%	1.4%	3%	-9%	2%	-47%	-8%	-10%	?
N#Cc1ccccc1OCC(=O)NCCNC(=O)COc1ccccc1C#N	0%	0.7%	2%	5%	4%	-7%	4%	0%	-1%
Cc1ccc2occ(/C=N/NC(N)=S)c(=O)c2c1	-2%	0.1%	7%	-20%	0%	-35%	-1%	-7%	-9%
COCCCNC(=O)C1CCN(c2cc(C)nc3c(-c4ccc(OC)c(OC)c4)c(C)nn23)CC1	2%	-0.8%	6%	-1%	0%	-16%	-1%	7%	-32%
Oc1cccc2cc3cccc(O)c3c(O)c12	-3%	-0.5%	-11%	.	-3%	-4%	3%	6%	3%
Cc1ccc(CNC(=O)CN2C(=O)COc3ccccc32)cc1	-1%	2.4%	-1%	?	9%	3%	5%[57.1 µM]	16%[57.1 µM]	-4%
CCOC(=O)C1(CC2CC2)CCN(S(=O)(=O)/C=C/c2ccccc2)CC1	-2%	0.6%	-11%	?	-1%	-5%	1%[57.1 µM]	18%	-22%
CCOC(=O)C1CCN(c2nc3ccccc3nc2C(C#N)C(=O)OC(C)COC)CC1 (configuration not stated)	-10%	0.4%	8%	0%	?	-24%	-3%	-17%[57.1 µM]	-11%
CCOC(=O)c1cccc(NC(=O)c2nn(-c3ccc(OC)cc3)c(=O)c3c2c2ccccc2n3C)c1	.	-2.0%	.	-2%	.	-5%	5%	20%	-20%
CC(C)(C)c1ccc(C(=O)N2CCC(C(=O)N3CCCCC3)CC2)cc1	-3%	-0.6%	6%	-19%	-6%	-17%	2%	9%	1%
COc1cccc(Nc2nc3cc(OC)ccc3cc2C#N)c1	-9%	22%	1%	-17%	-7%	-31%	96%[activator]	36%[activator]	-16%
COCCN1C(=O)N(c2cccc(OC)c2)C(=O)C1CC(=O)Nc1ccc(OC)cc1 (configuration not stated)	-1%	4.7%	3%	11%	-6%	-14%	9%	21%	-10%
O=C(CCN1C(=O)c2cccc3cccc(c23)C1=O)Nc1ccccc1	0%	1.9%	3%	9%	2%	7%	4%	37%[activator]	-12%
O=[N+]([O-])c1ccccc1SNc1ccc(Br)cn1	1%	0.1%	1%	-3%	1%	-23%	9%	24%	-16%
COc1cc(NC(=O)CC(c2cccs2)N2Cc3ccccc3C2=O)cc(OC)c1OC (configuration not stated)	-3%	-2.8%	-1%	-18%	8%	0%	2%	-3%	-26%
COc1ccccc1N(CC(=O)Nc1cc(C)on1)S(=O)(=O)c1cccc(C(F)(F)F)c1	2%	1.1%	18%	-4%	4%	-15%	-3%	15%	-25%
Cc1cc(=O)oc2cc(OCC(=O)NCCCN3CCOCC3)c(Cl)cc12	2%	21%	2%	13%	-9%	-6%	3%	-5%	-8%
CCCCc1nnc(NC(=O)C2CCN(c3ncnc4sc(C)c(C)c34)CC2)s1	1%	12%	1%	-22%	-13%	13%	-6%	0%	-11%
Cn1nc(NC(=O)C(F)(F)F)c2ncc(-c3ccccc3)nc21	-12%	.	4%	12%	-11%	.	.	.	-17%
COc1ccc(-n2nnnc2SC(C)C(N)=O)cc1 (configuration not stated)	-1%	0.4%	5%	4%[57.4 µM]	-7%	-10%	3%	9%	-10%
CCOC(=O)c1[nH]c2ccc(C)cc2c1N=CN(CC)CC	-2%	-2.2%	10%	0%	7%	2%	4%	-3%	-19%
Cc1ccc(-c2nn(-c3ccccc3)cc2C(=O)NCC(c2cccs2)N2CCOCC2)cc1 (configuration not stated)	1%	-0.8%	-3%	-3%	-14%	-3%	1%	15%	-13%
O=C(c1ccc2nc[nH]c2c1)N1CCN(S(=O)(=O)c2cccc(Cl)c2)CC1	0%	.	5%	22%	-1%	24%	-8%	-5%	-3%
Cc1cc2c(SCc3ccccc3Cl)nc(N)nc2nc1C	-4%	.	-1%	?	?	-4%	22%	8%	?
Cc1cccc(NC(=S)NCCc2ccccc2)n1	-3%	0.7%	12%	20µM*	?	-19%	-4%[57.1 µM]	-23%	-14%
COc1ccc(S(=O)(=O)N2CCCC(C(=O)Nc3cccnc3)C2)cc1Cl (configuration not stated)	7%	-0.9%	4%	?	-9%	-59%[11.4 µM]	-7%	-33%	-6%
CCOC(=O)c1ccc(NC(=O)CCn2cnnn2)cc1	-6%	0.4%	-8%	-23%	-2%	-1%	14%[11.4 µM]	6%	-27%
Cc1cc(N/C=C(\C#N)S(=O)(=O)c2ccccc2Cl)nc(C)n1	6%	1.8%	5%	-41%	9%	-33%	-22%[57.1 µM]	16%[57.1 µM]	-17%
Cc1ccc(-n2ncc(C(=O)Nc3cc(Cl)ccc3Cl)c2C2CCNCC2)cc1	2%	2.6%	9%	?	7%	-22%	-7%[57.1 µM]	15%[57.1 µM]	-5%
CC(=O)Nc1ccc(S(=O)(=O)NCCc2csc3nc(-c4cccc(C)c4)nn23)cc1	1%	1.6%	0%	-12%	1%	0%	5%[57.1 µM]	26%[57.1 µM]	-22%
CC1(c2ccc(F)cc2)OC(=O)c2c1ccc1ccccc21 (configuration not stated)	-1%	.	-2%	-13%	-1%	.	.	.	-37%
Cc1ccc(-c2nc(N)sc2CC(=O)OCC(=O)NCCC(C)C)cc1	-1%	2.2%	0%	-12%	-4%	-8%	-13%	-20%	-1%
COc1ccc(-c2nn(-c3ccccc3C)cc2CNCc2cccnc2)cc1F	0%	2.8%	3%	11%	6%	-7%	6%[57.1 µM]	17%[57.1 µM]	-14%
COCCn1c(C)cc(C(=O)CSc2nc3ccccc3s2)c1C	-5%	1.9%	0%	2%	4%	-4%	-7%	-19%	-19%

Limited to TrxR1 substrate and ALOX12 inh, for 2 of the compounds above:
smiles	TrxR1 substrate	ALOX12 inh
COc1ccc(-n2nnnc2SC(C)C(N)=O)cc1 (configuration not stated)	3%	4%[57.4 µM]
CCOC(=O)c1[nH]c2ccc(C)cc2c1N=CN(CC)CC	4%	0%

The list goes on.
SMILES	Vif-A3G inh	RXFP1 ag	mIDH1 inhibitor	ALOX12 inh	Vif-APOBEC3F blk	RGS4 inhibitor	TrxR1 substrate	rTrxR1 inhibitor	USP1 inh
Cn1nc(C(=O)N2CCN(c3ccc(Cl)cc3)CC2)c2c1-c1ccccc1S(=O)(=O)C2	2%&0%	0.3%&5.5%	-1%&0%	18%&-9%	0%&4%	10%&-16%	0%&2%	7%&15%	-6%&-17%
CCOc1ccccc1C(=O)Nc1cc(Cl)ccc1O	4%	-1.1%	10%	?	1%	8%	4%[57.1 µM]	13%[57.1 µM]	-14%
CCOc1cc(C(=O)Nc2ccc(-c3nc4ccccc4s3)cc2Cl)cc(OCC)c1OCC	3%	4.0%	12%	-11%	-11%	-25%	0%[57.1 µM]	11%[57.1 µM]	5%
C=CCn1c(SCC(=O)NC(=O)NCc2ccco2)nc2sc(CC)cc2c1=O	-6%	3.3%	4%	-5%	-9%	-22%	6%	-14%	-16%
CCN(C(=O)CSc1ncnc2c1cnn2-c1ccccc1)C1CCS(=O)(=O)C1 (configuration not stated)	0%	-0.5%	2%	-8%	-9%	24%	-14%	-20%	-2%
Cc1ccc(Cl)cc1NC(=O)Cn1c(=O)n(Cc2ccc(C(=O)NCc3ccc4c(c3)OCO4)cc2)c(=O)c2ccccc21	1%	-0.1%	-3%	-11%	-1%	-41%	3%	32%[activator]	-9%
COC(=O)c1ccc(/C=N/NC(=O)c2cccc(F)c2)cc1	-6%	0.3%	-2%	4%	-4%	-48%	0%	2%	-6%
C=CC[C@@H](CC(=O)N[C@H](CO)Cc1ccccc1)C(=O)N[C@@H](COC(=O)[C@@H](CC=C)CC(=O)OC(C)(C)C)Cc1ccccc1	-1%	.	15%	?	9%	13%	-15%	-13%	-9%
COCCN(C(=O)COC(=O)c1ccc2c(c1)OCO2)c1c(N)n(Cc2ccccc2)c(=O)[nH]c1=O	0%	.	-4%	12%	-7%	.	.	.	-21%
CN(C)S(=O)(=O)N1CCC(Oc2ccc(C(=O)NCC(C)(C)CO)cc2)CC1	-3%	0.5%	2%	0%	-11%	8%	5%[57.1 µM]	0%[57.1 µM]	-3%

These rows are one share of the data. The share of hits here may be higher or lower than overall.
